# Bioassay records from PubChem BioAssay.
# ST2 IL33 inh – inhibitors of human ST2 (IL1RL1) binding to IL-33, primary screen, biochemical, AlphaLISA; Interleukin-1 receptor-like 1 (Homo sapiens), Q01638; AlphaLISA ST2-Fc/biotin-IL-33 interaction, 1 h; inhibition, % for hits at 17 µM; 2.3% of 78,000 active; AID 1259354, 2018; in the data active means inhibition above about 30%; inconclusive means mostly about 10% to 28%
# Target sequence (Q01638 whole entry, looked up): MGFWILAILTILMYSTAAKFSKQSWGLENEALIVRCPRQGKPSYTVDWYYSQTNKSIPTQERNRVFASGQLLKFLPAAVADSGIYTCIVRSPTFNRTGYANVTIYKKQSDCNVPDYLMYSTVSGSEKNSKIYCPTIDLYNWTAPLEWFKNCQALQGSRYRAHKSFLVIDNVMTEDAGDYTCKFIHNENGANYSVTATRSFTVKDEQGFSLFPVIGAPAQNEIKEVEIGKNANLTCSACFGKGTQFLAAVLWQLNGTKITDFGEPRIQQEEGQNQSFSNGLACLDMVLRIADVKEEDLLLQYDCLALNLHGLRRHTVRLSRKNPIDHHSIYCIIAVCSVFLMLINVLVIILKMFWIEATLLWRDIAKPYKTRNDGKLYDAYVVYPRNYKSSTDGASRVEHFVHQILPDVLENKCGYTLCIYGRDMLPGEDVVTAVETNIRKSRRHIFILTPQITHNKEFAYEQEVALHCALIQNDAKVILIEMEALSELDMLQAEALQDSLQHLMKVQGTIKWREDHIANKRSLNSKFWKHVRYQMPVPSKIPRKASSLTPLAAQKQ
# The depositor's hits bear a star; i = inactive; ? = inconclusive; ! = not confirmed by another sample. A portion of the library. The share of hits here may be higher or lower than overall.
SMILES,ST2 IL33 inh
Cc1ccc(C2CC(C(F)(F)F)n3nc(C(=O)N(C)C4CCCCC4)cc3N2)cc1 (stereo not given),i
O=C(c1ccc(CO)o1)N1CCOC(c2ccc(Cl)cc2)C1 (stereo not given),?
Cc1ccc(NC(=O)CSc2nnc3c4ccccc4n(C)c3n2)cc1,?
Cc1ccc2nc(N3CCC(C(=O)NCCC4COc5ccccc5O4)CC3)nc(C)c2c1 (stereo not given),i
CCN1C(=O)N(CCCc2cccnc2)C(=O)C12CCN(Cc1cnc(-c3ccccc3)s1)CC2,i
CCOC(=O)C1(CCc2ccccc2)CCN(C(=O)CCc2c(C)noc2C)CC1,i
O=C(Nc1c(C(=O)O)oc2ccccc12)c1ccccc1,i
O=[N+]([O-])c1ccc(N2CCN(Cc3cccnc3)CC2)cc1,i
CCc1ccccc1N(C(C)=O)C1C=CS(=O)(=O)C1 (stereo not given),?
C=CCNC(=O)C(=O)Nc1ccc(Br)cc1,i
O=S(=O)(N=C(Nc1ccccc1)c1ccccc1)c1ccc(Br)cc1,i
COc1ccc(Nc2cc(C)nc(Nc3ccc(NC(=O)c4cc(Cl)ccc4OC)cc3)n2)cc1,?
CCOC(=O)C1(CCOc2ccccc2)CCCN(C(=O)Cn2cccn2)C1 (stereo not given),?
C=CCOc1ccc(C=Nc2ccc(C(C)C)cc2)c(O)c1,41.0%*
CCCn1cnc2sc(C(=O)Oc3ccccc3)c(C)c2c1=O,?

# Overlap with the part before: 2 entries, followed by the next part.
SMILES,ST2 IL33 inh
C=CCOc1ccc(C=Nc2ccc(C(C)C)cc2)c(O)c1,41.0%*
CCCn1cnc2sc(C(=O)Oc3ccccc3)c(C)c2c1=O,?
O=C(Nc1nnc(SCC(=O)N2CCCC2)s1)c1ccc([N+](=O)[O-])cc1,i
Cn1c(=N)n(CC(O)c2ccccc2)c2ccccc21 (stereo not given),i
O=C(NCc1cccs1)c1cc(-c2cccs2)nc2ccccc12,?
O=C(c1ccccc1F)N1CCN=C1c1ccccc1,i
O=S(=O)(NCCn1c(C(F)(F)F)nc2cccnc21)c1ccc(F)c(Cl)c1,i
Cc1cccc(N2CCN(C(=O)c3cccn4c(=O)c5c6c(sc5nc34)CCCC6)CC2C)c1 (stereo not given),i
CC1=C(C(=O)Nc2ccc(C)cc2C)C(c2ccc(F)cc2)n2nnnc2N1 (stereo not given),i
O=C1CCCN1C1CCCN(CCOc2ccc(F)cc2)C1 (stereo not given),i
CC(=O)c1ccccc1-c1ccccc1C(=O)NC(C)C,i
CCSc1nnc2c(n1)OC=Nc1ccccc1-2,i
CNc1nc(Oc2ccccc2C(=O)OC)nc(SC)n1,i
O=C(Nc1ccccc1C(=O)NCCN1CCOCC1)c1ccc(Cl)cc1Cl,i
COc1cc(OC)c(CN2CCN(c3ncccn3)CC2)cc1Br,i
CC1=C(C(=O)Nc2ccccc2)C(c2ccc([N+](=O)[O-])cc2)n2ncnc2N1 (stereo not given),?
CCN(C(=O)CCS(=O)(=O)c1cccc2nsnc12)c1ccccc1,i
Cc1ccccc1C1CCCN1C(=O)c1cnn2ccn(C)c12 (stereo not given),?
CC(C)(C)c1ncc2c(n1)CN(C(=O)c1scc3c1OCCO3)C2,?
O=C(c1ccccc1[N+](=O)[O-])n1cnc2ccccc21,i
CCC(C)OC(=O)C1=C(C)NC2=C(C(=O)C(C(=O)OC)C(C)C2)C1c1ccccc1OC (stereo not given),i
CN(C)c1ccc(N2CC(C(=O)O)CC2=O)cc1 (stereo not given),i
O=C(NCc1ccco1)c1c(NC(=O)C2COc3ccccc3O2)sc2c1CCCC2 (stereo not given),i
Cc1cccc(NC(=O)CCCC(=O)O)c1C,?
CCCOc1ccc(C(=O)N2CCOCC2)cc1OC,i
COC(=O)c1ccc(N2C(=O)CC(N3CCN(Cc4ccc(Cl)cc4)CC3)C2=O)cc1 (stereo not given),i
CC1(C)CC(=O)C2=C(C1)c1c(ccc3ncccc13)NC2c1cccnc1 (stereo not given),i
COCCN(Cc1ccncc1)Cc1ccc(C)cc1,i
CCN1CCN(CCCNC(=O)c2cc3cc4cc(OC)ccc4nc3o2)CC1,i
CCOC(=O)Cn1c(=O)n(-c2ccc(F)cc2)c2nc(-c3cccc(F)c3)nc(C(N)=O)c21,i
CN(Cc1ccccc1)C(=O)c1nn(C)c2c1CC(NCc1ccc(OC(F)(F)F)cc1)CC2 (stereo not given),?
COc1ccc(Br)cc1CN1CCc2ccccc2C1,i
O=C(O)c1ccc(N2CCCCC2)cc1,?
CNC(=O)c1cc(-c2cc(OC)cc(OC)c2)ccc1Cl,i
O=C(NC1CCCCC1)c1cc(-c2ccc(Cl)cc2)on1,?
O=[N+]([O-])c1cccc(C2Nc3ccccc3-c3nc4ccccc4n32)c1 (stereo not given),i
CC(C)c1nccc(-c2c(-c3ccccc3)ncn2CC2CCCO2)n1 (stereo not given),i
COc1cc(C=O)ccc1OCCOc1cc(Cl)ccc1Cl,i
Cc1cc2nc(CSCC(=O)Nc3ccccc3Cl)cc(=O)n2o1,?
CCNC(=O)[C@@H]1C[C@@H](N)CN1C(=O)CCN1CCCCO1,i
CN(C)C(=O)c1ccc2c(c1)N(CC(=O)NCc1ccccc1Cl)C(=O)C1CCCCN21 (stereo not given),i
O=C(CCN1CCCO1)N1CCn2nc(C(=O)N3CCCC3)cc2C1,i
NC(N)=NS(=O)(=O)c1ccc(N=Cc2ccc3c(c2)OCO3)cc1,i
Cc1ccc(-n2nc3c(c2NC(=O)c2ccc(C)c(C)c2)CSC3)cc1,i
CN(C)c1nc2nonc2nc1Nc1cccc(Cl)c1,i
O=C(Nc1nnc(-c2ccccc2Cl)o1)c1ccc(S(=O)(=O)N2CCCC2)cc1,i
Cc1cc(C)c2c(N)c(C(=O)Nc3ccc(Br)cc3)sc2n1,i
COc1ccc(OC)c(S(=O)(=O)N2CCN(c3cc(-c4ccc(C)cc4)ncn3)CC2)c1,i
O=C(NC1CC(=O)N(c2ccccc2)C1)c1ccccc1Br (stereo not given),i
CCn1cc(C(=O)NC2CCCCC2)c(=O)c2cc(S(=O)(=O)N3CCCC3)ccc21,i
CC(C)CN(CC(C)C)C(=O)C1CC2CCC1C2 (stereo not given),i
O=[N+]([O-])c1cc(C=Nc2ccccc2I)ccc1Br,35.0%*
Cc1ccc(C)c(N2CCN(C(=O)c3cccn4c(=O)c5c6c(sc5nc34)CCCC6)CC2)c1,i
CN(C)C(N)=NCCC[C@H](N)C(=O)O,i
CN1C(=O)C(CC(=O)NCc2ccon2)(Cc2ccccc2)c2ccccc21 (stereo not given),i
CC(C)N1CCN(CCn2ccnc2-c2nccn2C)CC1,i
CCN(C(=O)Nc1ccccc1)c1ccccc1,i
O=C(CCc1ccccn1)N1CCc2c([nH]c3ccccc23)C1c1ccccc1F (stereo not given),i
O=C(c1ccncc1)N1CCC(C(=O)N2C[C@@H]3[C@H](C2)[C@H]2CC[C@@H]3O2)CC1,i
Cc1ccc(C2(O)CCN(C(=O)c3oc4cc(C)ccc4c3C)CC2)nc1,i
NC(=O)c1cccc(CC2CCN(C(=O)Cc3ccc(F)c(F)c3F)C2)c1 (stereo not given),?
CC(C(=O)Nc1sc2c(c1C#N)CCCCC2)N1C(=O)c2ccccc2C1=O (stereo not given),?

# Following part
SMILES,ST2 IL33 inh
CC1CCN(c2nc3nonc3nc2Nc2ccc3c(c2)OCO3)CC1,?
O=C(Nc1nnc(C2CC2)o1)c1ccc(S(=O)(=O)N2CCCC2)cc1,?
COc1ccc(-c2cc(C(F)(F)F)nc(NC3CCCC3)n2)cc1OC,i
NC1=NC2(CCCCC2)N=C(Nc2ccc(Cl)cc2)N1,?
COc1cccc(C2CC(c3ccc(C(C)C)cc3)n3ncnc3N2)c1 (stereo not given),i
CCC(C)NC(=O)c1ccc(NC(=O)Cn2c(=O)oc3ccccc32)cc1 (stereo not given),i
Cc1c(OCC(N)=O)ccc2c3c(c(=O)oc12)CCCC3,i
O=C(O)c1ccc(CN2C[C@H](O)C[C@H]2c2nc(-c3ccc(C(F)(F)F)cc3)no2)cc1,i
O=C(O)c1cccc(S(=O)(=O)N2CCCC2)c1,i
COc1ccc(C2=N/C(=C\c3ccc(C(C)C)cc3)C(=O)O2)cc1[N+](=O)[O-],i
O=C(Nc1cccc(-c2nc3ccccc3c(=O)o2)c1)c1ccccc1Br,i
NS(=O)(=O)c1ccc(NC(=O)COc2ccccc2)cc1,i
Nc1ccc(Br)cc1-c1nc2ccccc2[nH]c1=O,i
O=c1cc(CO)oc(C(Nc2ncccn2)c2ccc(F)cc2)c1O (stereo not given),i
CC(C)(Oc1ccc2c(c1)CCC2)C(=O)NCC1(O)CCCNCC1 (stereo not given),?

# Of the compounds above, these have a furan ring, fused or not.
SMILES,ST2 IL33 inh
O=C(c1ccc(CO)o1)N1CCOC(c2ccc(Cl)cc2)C1 (stereo not given),?
O=C(Nc1c(C(=O)O)oc2ccccc12)c1ccccc1,i
O=C(NCc1ccco1)c1c(NC(=O)C2COc3ccccc3O2)sc2c1CCCC2 (stereo not given),i
CCN1CCN(CCCNC(=O)c2cc3cc4cc(OC)ccc4nc3o2)CC1,i
Cc1ccc(C2(O)CCN(C(=O)c3oc4cc(C)ccc4c3C)CC2)nc1,i

# Continued:
SMILES,ST2 IL33 inh
O=C1CC(c2cccs2)CC2=C1C(c1ccc(O)cc1)Nc1ccccc1N2 (stereo not given),?
Cc1ccccc1CNc1ncnc2c1ncn2C1OC(CO)C(O)C1O (stereo not given),?
CC(=O)Nc1ccc(-c2cn(CC(N)=O)cn2)cc1,i
Cc1ccc(C2=NC(=C(Cl)Cl)C(=O)N2)cc1,?
COc1ccc2cc3cc(C(=O)NCc4ccco4)oc3nc2c1,?
Cc1cc(C)c(C#N)c(SC/C=C/c2ccccc2)n1,?
N/C(=N/OC(=O)c1ccc2c(c1)OCO2)c1ccc(Br)cc1,i
CN1CCCC(Cn2c(=O)n(C3CCCCC3)c3ccc(C(=O)O)cc32)C1 (stereo not given),i
c1ccc(Cc2n[nH]c(Cn3nc4ccccc4n3)n2)cc1,i
CC(Oc1ccccc1)C(=O)N(c1ccc(Br)cc1)C1C=CS(=O)(=O)C1 (stereo not given),i
CC(C)(CC(=O)O)CC(=O)N[C@H]1CO[C@H]2[C@@H]1OC[C@@H]2Nc1nccc(-c2ccc3c(c2)OCO3)n1,?
Cc1cc(C)n(C(Nc2ccc(Br)cn2)c2ccc(C)o2)n1 (stereo not given),i
COc1ccc(-n2nc3cc(C)c(NC(=O)c4ccccc4OC)cc3n2)cc1,i
Cc1ccc(NC(=O)c2cccs2)cc1NC(=O)c1cccs1,i
CC(C)(C)C1(O)CC(C(F)(F)F)=NN1C(=O)c1cccc(Cl)c1 (stereo not given),?
CCC(=O)N1c2ccc(S(=O)(=O)NC(C)CC)cc2CC1C (stereo not given),i
COc1ccc(CNC(=O)c2cccn2-c2nnc(N3CCCCC3)s2)c(OC)c1,i
CCOC(=O)Cn1c(=O)n(-c2ccc(C)c(C)c2)c2nc(-c3ccc(C)c(C)c3)nc(C(N)=O)c21,i
COc1cccc(F)c1-c1c(-c2ccccc2)ncn1Cc1csc(N)n1,?
Cn1cnnc1SCCn1c(N2CCCCC2)nc2c1c(=O)[nH]c(=O)n2C,i
O=C(Nc1c(-c2ccccc2)nc2ccccn12)c1cccc(F)c1,i
O=C1c2ccccc2C(=O)N1CN1CCN(c2ccccc2F)CC1,i
Cc1nc2ncnn2c(C)c1Cc1ccccc1Cl,i
COc1cc(OC)cc(C(=O)Nc2sc3c(c2C(N)=O)CCCC3)c1,i
CCCCC1(C)OC(=O)C(=Cc2ccc(N(CC)CC)cc2)C(=O)O1 (stereo not given),33.0%*
CCCCN(CCCC)C(=O)C1CCCN1S(=O)(=O)c1cccc2nsnc12 (stereo not given),i
CCCCN(CC)C(=O)Cc1ccc(Br)cc1,i
COc1ccccc1NC(=O)c1cc2ccccc2oc1=Nc1ccc(F)cc1,i
CC1CCC(C(=O)NC(C(=O)NC2CCCC(C)C2C)C(C)C)CC1 (stereo not given),?
O=C(CNS(=O)(=O)c1ccc(Br)s1)NCCc1ccc(Cl)cc1,i

# The closing two compounds of the part above lead into the next:
SMILES,ST2 IL33 inh
CC1CCC(C(=O)NC(C(=O)NC2CCCC(C)C2C)C(C)C)CC1 (stereo not given),?
O=C(CNS(=O)(=O)c1ccc(Br)s1)NCCc1ccc(Cl)cc1,i
COc1ccc(C2C(C(=O)OC3CCCCC3)=C(C)Nc3ncnn32)cc1Br (stereo not given),i
Cc1ccc2nc3c(c(Nc4ccc(N5CCOCC5)cc4)c2c1)CCC3,?
CCn1ccnc1CN1CC[C@@H](c2ccc3c(c2)OCO3)[C@H](O)C1,i
CC(C)Cn1cc(C(=O)N2CCC(C)CC2)c2c3ccccc3n(C)c2c1=O,?
NNc1nncc2ccccc12,i
CCc1nc(NN)c2c3c(sc2n1)CCC3,?
COc1ccc(N2C(=O)CCc3c(-c4ccccc4)cc(N(C)C)cc32)cc1,?
COc1ccc(-c2oc3ncn(Cc4ccco4)c(=N)c3c2-c2ccc(OC)cc2)cc1,31.0%*!
CCCCNC(=O)C1CCC(Cn2c(=O)c3sccc3n(CC(N)=O)c2=O)CC1 (stereo not given),i
CC(=O)Nc1ccc(S(=O)(=O)N2CCC(N(C)CCC(C)C)CC2)cc1,i
O=C(O)c1cccnc1CN(Cc1ccccc1)[C@@H]1CCCC[C@H]1O,i
Cc1c(Cl)cccc1Nc1nc(N)nc(CN2CCCCC2)n1,?

# In another format: results already given.
SMILES	ST2 IL33 inh
COc1ccc(C2C(C(=O)OC3CCCCC3)=C(C)Nc3ncnn32)cc1Br (stereo not given)	i
Cc1ccc2nc3c(c(Nc4ccc(N5CCOCC5)cc4)c2c1)CCC3	?
CCn1ccnc1CN1CC[C@@H](c2ccc3c(c2)OCO3)[C@H](O)C1	i
CC(C)Cn1cc(C(=O)N2CCC(C)CC2)c2c3ccccc3n(C)c2c1=O	?
NNc1nncc2ccccc12	i
